Screening data: PubChem BioAssay, NCI
NCI-60 one-dose screen, 48 h, at 10 µM unless noted. Numbers give growth in % (100 = growth as untreated, 0 = no growth, -100 = all killed).
A498: A498 renal cancer cells | 76,000 tested, 5.4% active
COLO 205: COLO 205 colon cancer; 79,000 tested, 7.3% active
HT29: HT29 colon cancer; 81,000 tested, 7.4% active
SW-620: SW-620 colon cancer; 82,000 tested, 5.2% active
HCT-15: HCT-15 colon cancer | 82,000 tested, 5.2% active
HCT-116: HCT-116 colon cancer | 82,000 tested, 7.3% active | AID 1794798
KM12: KM12 colon cancer cells. 82,000 tested, 5% active
SNB-75: SNB-75 CNS cancer | 79,000 tested, 5% active | AID 1794750
HCC-2998: HCC-2998 colon cancer | 79,000 tested, 4.7% active | AID 1794799
* = called active by the depositor; / = not tested or not shown; & = joins results of further samples. The calls were made as follows: active = growth percent below 10; inactive = the rest. Some of the compounds tested, so the mix of outcomes need not match the whole.

Letter code: A = A498; B = COLO 205; C = HT29; D = SW-620; E = HCT-15; F = HCT-116; G = KM12; H = SNB-75; I = HCC-2998
1: COc1cc2c(cc1OC)C13CCN4CC5=CCOC(CC(=O)O)C(C5CC41)C3N2 (configuration not stated)
  A: 112.1; B: 111.9; C: 112.4; D: 106.3; E: 106.5; F: 108.4; G: 110.7; H: 86.8; I: 113.7
2: c1ccc(NC2=NCCN2)nc1
  A: 100.5; B: 110.2; C: 90.7; D: 104.6; E: 98.0; F: 93.7; G: 122.4; H: 111.2; I: 102.4
3: Cc1cc(N(CCCl)CCCl)ccc1/C=N\NC(=O)c1cccnc1
  A: -89.4*; B: 102.5&94.1; C: 101.1&90.9; D: 91.4; E: 85.1&93.0; F: 79.2&84.0; G: 95.1&104.4; H: 86.4&71.5; I: 102.2&97.1
4: Oc1ccc(C2(c3ccc(O)cc3)CCCCC2)cc1
  A: 100.7&104.4; B: 97.9&114.9; C: 97.6&102.8; D: 109.5&111.2; E: 100.4&103.7; F: 74.8&103.4; G: 98.5&100.7; H: 94.3&93.3; I: 100.2&105.8
5: CC(=O)O[C@@H]1[C@@H]2O[C@H]2[C@@](C)(O)C(=O)[C@@H](C)C/C=C/[C@H]2[C@@H]3O[C@]3(C)[C@@H](C)C3[C@H](Cc4ccccc4)NC(=O)[C@@]312 (some centres not stated)
  A: 3.9*; B: 38.8; C: 36.3; D: 55.5; E: 54.1; F: 54.9; G: 66.6; H: -12.9*; I: 77.4
6: ClCCN(CCCl)c1ccc(CNc2ccccc2)cc1
  A: 65.2; B: 102.7; C: 75.8; D: 63.9; E: 73.8; F: 69.9; G: 101.9; H: 49.1; I: 82.8
7: S=C=Nc1ccc(Br)cc1
  A: /; B: 114.8; C: 108.5; D: 115.6; E: 100.6; F: 104.7; G: 99.2; H: 89.4; I: 104.4
8: CC(C)COC(C(=O)OCCN(C)C)(c1ccccc1)c1ccccc1
  A: 95.1; B: 120.9; C: 92.6; D: 99.3; E: 102.1; F: 97.8; G: 108.0; H: 82.9; I: 109.6
9: Cc1ccc(C(=O)NCCCOc2ccc(N)cc2Cl)cc1S(=O)(=O)F
  A: 82.4; B: 105.2; C: 101.4; D: 104.2; E: 89.4; F: 98.9; G: 90.8; H: 75.1; I: 105.6
10: O=C(O)CCOC(C[N+](=O)[O-])C(Cl)(Cl)Cl (configuration not stated)
  A: 116.4; B: 99.9; C: 92.3; D: 109.6; E: 103.1; F: 97.2; G: 101.9; H: 77.1; I: 102.4
11: COC(=O)C(c1ccccc1)C1CCCCN1 (configuration not stated)
  A: 112.1; B: /; C: 108.7; D: 101.6; E: 90.8; F: 107.4; G: 101.9; H: 97.6; I: 112.9
12: O=C1NC(=O)C(=Cc2ccc3ccccc3c2)C(=O)N1
  A: 89.9; B: 111.2; C: 104.0; D: 97.7; E: 101.0; F: 104.4; G: 102.1; H: 71.8; I: 103.5
13: Cc1cccc(CN2CCNCC2)c1
  A: 105.8; B: 107.9; C: 106.4; D: 107.4; E: 105.8; F: 102.5; G: 136.3; H: 96.0; I: 104.7
14: ClCCN1c2ccccc2Oc2ccc3ccccc3c21
  A: 109.5; B: 94.4; C: 103.0; D: 92.0; E: 98.1; F: 95.6; G: 97.8; H: 96.1; I: 101.3
15: CCOP(=S)(N/N=C\C(C)(C)C1CCCCC1)OCC
  A: 84.7; B: 101.0; C: 66.1; D: 97.3; E: 89.7; F: 69.7; G: 96.7; H: 79.6; I: 89.4

Next section:
Letter code: A = A498; B = COLO 205; C = HT29; D = SW-620; E = HCT-15; F = HCT-116; G = KM12; H = SNB-75; I = HCC-2998
16: C[N+](C)(C)CCOS(=O)(=O)[O-]
  A: 102.8; B: 119.1; C: 110.8; D: 103.4; E: 107.6; F: 109.8; G: 118.4; H: 89.8; I: 114.0
17: COc1ccc2c(ccc3oc([N+](=O)[O-])cc32)c1
  A: -76.1*; B: -76.3*; C: -8.6*; D: 7.2*; E: 5.1*; F: 5.0*; G: -6.0*; H: -68.5*; I: -59.3*
18: Nc1nc(N)nc(N)n1
  A: 102.7; B: 116.3; C: 105.2; D: 104.1; E: 105.0; F: 96.0; G: 103.5; H: 81.2; I: 106.8
19: CCOP(=O)(OCC)C1CCC(=O)O1 (configuration not stated)
  A: 98.5; B: 104.7; C: 110.9; D: 106.9; E: 104.0; F: 106.2; G: 102.9; H: 107.7; I: 101.7
20: O=[N+]([O-])c1cc(F)cc([N+](=O)[O-])c1O
  A: 104.3; B: 100.1; C: 97.5; D: 96.4; E: 102.9; F: 97.5; G: 91.2; H: /; I: 102.5
21: CC/C=C(\C)C1(CC)C(=O)NC(=S)NC1=O
  A: 85.9; B: 108.6; C: 112.3; D: 90.0; E: 95.8; F: 97.7; G: 96.8; H: 95.0; I: 110.4
22: COC(=O)[C@@H](C)C[C@H](Cc1ccc(F)cc1)NC(=O)c1csc([C@@H](C[C@H](C(C)C)N(C)C(=O)[C@@H](NC(=O)[C@H]2CCCCN2C)C2CC2)OC(C)=O)n1
  A: 9.1*; B: -73.1*; C: 0.3*; D: 27.2; E: 12.4; F: 3.4*; G: 14.0; H: 54.3; I: 28.8
23: CC1(C)N=C(N)N=C(N)N1c1ccc(C(=O)Nc2cccc(S(=O)(=O)F)c2)cc1
  A: 96.9; B: 102.5; C: 122.7; D: 101.0; E: 93.7; F: 107.9; G: 107.9; H: 86.4; I: 116.9
24: Nc1cccnc1
  A: 112.4; B: 114.8; C: 103.2; D: 105.0; E: 111.2; F: 104.3; G: 112.4; H: /; I: 100.7
25: CCCCOP(=O)(CCl)OCCCC
  A: 101.0; B: 117.0; C: 94.5; D: 95.3; E: 99.9; F: 101.8; G: 109.3; H: 86.2; I: 99.9
26: CC(=O)O[C@H]1CC[C@@]2(C)C(=CCC3C2CC[C@]2(C)C(=O)CCC32)C1 (some centres not stated)
  A: 105.8; B: 102.7; C: 106.2; D: 107.1; E: 95.1; F: 103.1; G: 102.6; H: 93.2; I: 101.3
27: C[C@H]1C[C@@H]2[C@H](CC[C@]3(C)[C@@H](O)CC[C@@H]23)[C@@]2(C)CC[C@H](O)C[C@H]12
  A: 82.8; B: 102.4; C: 97.2; D: 104.8; E: 99.6; F: 94.3; G: 99.5; H: 95.1; I: 100.3
28: N#CC(CCN1CCOCC1)(c1ccccc1)c1ccccc1
  A: 80.0; B: 122.6; C: 101.4; D: 95.5; E: 100.1; F: 98.9; G: 106.6; H: 96.7; I: 112.3
29: C[C@]12CC[C@H]3[C@@H](CCC4=CC(=O)CC[C@@]43C=O)[C@@H]1CCC2=O
  A: 80.7; B: 117.6; C: 108.0; D: 102.2; E: 98.1; F: 103.8; G: 109.1; H: 72.7; I: 111.1
30: CCCCC(CC)COC(=O)c1cccc(C(=O)OCC(CC)CCCC)c1 (configuration not stated)
  A: 125.8; B: 107.9; C: 97.1; D: 111.7; E: 100.5; F: 100.1; G: 107.1; H: 103.5; I: 116.3
31: CC(=O)[C@H]1CC[C@H]2[C@@H]3CC[C@H]4C[C@H](N)CC[C@]4(C)[C@H]3CC[C@]12C
  A: 78.6; B: 49.3; C: 13.7; D: 72.2; E: 64.5; F: 40.6; G: 80.2; H: 49.5; I: 92.8
